Assay outcomes as filed in PubChem.
Mcl1 Bid PPI – Mcl-1/Bid interaction inhibition; TR-FRET Mcl-1/Bid-Dy647 peptide binding, 1536-well; actives 0.97% (n = 220,000); inhibition, % at 21.7 µM; Q07820;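 active = compounds that cut the binding signal by more than half at the single screening dose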;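 also: His-tagged Mcl-1 with europium anti-His antibody binding Bid BH3 peptide; 0% = Mcl-1 plus peptide wells and 100% = peptide-only wells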
Target sequence (Q07820 whole entry, looked up): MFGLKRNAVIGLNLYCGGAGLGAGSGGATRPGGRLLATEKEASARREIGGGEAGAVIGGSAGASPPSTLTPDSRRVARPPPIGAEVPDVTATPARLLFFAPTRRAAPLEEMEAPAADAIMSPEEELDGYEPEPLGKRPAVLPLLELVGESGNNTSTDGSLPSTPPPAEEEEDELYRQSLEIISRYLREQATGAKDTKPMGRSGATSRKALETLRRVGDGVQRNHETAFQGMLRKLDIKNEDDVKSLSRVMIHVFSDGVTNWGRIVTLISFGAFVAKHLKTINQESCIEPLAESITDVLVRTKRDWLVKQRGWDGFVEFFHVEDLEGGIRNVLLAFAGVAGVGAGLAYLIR
Avidin bead fluor – avidin bead compound fluorescence profile; Avidin beads, compound fluorescence 488/530 nm, flow cytometry; hits give high values; fluorescence (KMESF) at 10 µM; actives 0.38% (n = 220,000); AID 1775; in the data active = fluorescence above about 47; also: inactives centre near 10
Rac1 act GTP bind – human Rac1 activated mutant GTP binding change; P63000; actives 0.11% (n = 190,000); GST-Rac1 activated beads, fluorescent GTP binding, flow cytometry; actives lie on both sides; 100% means binding = to untreated wells; percent activity (GTP binding), % at 10 µM;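 active = GTP binding at least 20 percentage points away from the 100% baseline, in either direction, so actives lie on both sides; inconclusive = Compound likely fluorescent itself, or too few beads counted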
Bim-Mcl-1 – inhibitors of Bim-Mcl-1 interaction, human. actives 0.1% (n = 190,000). inhibition, % at 10 µM. Q07820. Bead-based flow cytometry, Bim peptide-Mcl-1 binding; in the data active = inhibition above about 40%;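 also: 0% = no compound tracer wells and 100% = peptide blocker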
Cdc42 wt GTP – human Cdc42 wildtype GTP binding change, either direction; P60953; GST-Cdc42 beads, Bodipy-GTP binding, flow cytometry; actives lie on both sides; percent activity (GTP binding), % at 10 µM; actives 0.2% (n = 190,000);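 active = percent activity GTP binding at least 20 points away from the 100% baseline, either down as inhibitor or up as activator; inconclusive = compound flagged as likely green fluorescent from well-wide comparison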;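 also: median bead fluorescence of bound Bodipy-FL-GTP at 100 nM; 0% = excess unlabeled GTP control and 100% = no compound control; below 100% means less GTP binding so inhibitor and above means activator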
Target sequence (P60953 whole entry, looked up): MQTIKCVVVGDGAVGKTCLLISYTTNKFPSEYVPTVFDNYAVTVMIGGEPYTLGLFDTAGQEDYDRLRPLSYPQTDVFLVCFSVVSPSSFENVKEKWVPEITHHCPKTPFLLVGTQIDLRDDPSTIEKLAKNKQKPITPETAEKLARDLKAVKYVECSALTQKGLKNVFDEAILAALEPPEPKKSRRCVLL
HRas wt GTP bind – changes GTP binding to wildtype human HRas; actives 0.14% (n = 190,000); P01112; GTP binding activity, % at 10 µM; GST-Ras wt beads, Bodipy-FL-GTP binding, flow cytometry; actives lie on both sides;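 active = GTP binding activity at least 20% away from the 100% baseline, either lowered as inhibitor or raised as activator; inconclusive = flagged as likely green fluorescent, judged across all proteins in the well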;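 also: 0% = unlabeled GTP competition control and 100% = no-compound control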
Target sequence (P01112 whole entry, looked up): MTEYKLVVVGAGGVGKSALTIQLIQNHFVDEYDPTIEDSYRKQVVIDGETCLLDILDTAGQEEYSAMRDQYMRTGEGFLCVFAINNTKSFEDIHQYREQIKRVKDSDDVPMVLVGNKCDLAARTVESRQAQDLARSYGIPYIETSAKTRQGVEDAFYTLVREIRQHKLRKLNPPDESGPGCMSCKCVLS
Pf gamet viab – P. falciparum stage V gametocyte viability inhibition; P. falciparum stage V gametocytes, ATP luminescence, 24 h; inhibition, % at 10.9 µM; actives 0.065% (n = 150,000); AID 743093;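 active = inhibition above the mean plus 3 SD of compounds within the control limits, set per campaign, cut at about 38% in these data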;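 also: 0% = DMSO wells and 100% = medium only without gametocytes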
Rac1 wt modul – modulators of human Rac1 wildtype GTP binding; GST-Rac1 beads, fluorescent GTP binding, flow cytometry; actives lie on both sides; 0 = cold GTP competed, 100 = untreated; GTP binding activity (% of control), % at 10 µM; AID 757; actives 0.27% (n = 190,000); P63000;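 active = GTP binding activity at least 20 points away from the 100% control level, either lower or higher; inconclusive = compound flagged as likely green fluorescent, judged across all proteins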
Rab2A wt mod – changes GTP binding to wildtype dog Rab2A, up or down. AID 760. P61105. actives 0.19% (n = 190,000). GST-Rab2 wt beads, Bodipy-GTP binding, flow cytometry. GTP binding activity, % at 10 µM;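 active = GTP binding activity at least 20 points away from 100%, either lowered or raised; inconclusive = signal likely due to the compound's own green fluorescence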;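 also: 0% = beads with excess unlabeled GTP and 100% = no-compound control corrected for plate trend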
Rab7 wt GTP bind – dog Rab7 wildtype GTP binding, inhibitors and activators; GST-Rab7 beads, fluorescent GTP binding, flow cytometry; actives lie on both sides; untreated = 100%, excess cold GTP = 0%; GTP binding activity (percent of control), % at 10 µM; actives 0.055% (n = 190,000); AID 758;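 active = fluorescent GTP binding to Rab7 beads changed by at least 20 points from the 100% baseline, either direction, mostly lower; inconclusive = compound itself probably fluorescent, or too few beads counted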;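 also: median green fluorescence of bound Bodipy-FL-GTP per Rab7 bead population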
Mcl1-Noxa inh – disrupts binding of human Mcl-1 to Noxa peptide | actives 1.5% (n = 220,000) | inhibition, % at 21.7 µM | TR-FRET Mcl-1/Noxa peptide binding, 2 h | AID 1022;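 active = compounds that cut the protein-peptide binding signal by more than 50% relative to plate controls in a single-dose test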;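 also: His-tagged Mcl-1 with rhodamine Noxa BH3 peptide and terbium anti-His antibody; 0% = Mcl-1 plus Noxa peptide wells and 100% = peptide-only wells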
* marks the source's active call; other numbers are inactive results; ? = inconclusive; nt = not tested or not shown.

SMILES | Mcl1 Bid PPI | Avidin bead fluor | Rac1 act GTP bind | Bim-Mcl-1 | Cdc42 wt GTP | HRas wt GTP bind | Pf gamet viab | Rac1 wt modul | Rab2A wt mod | Rab7 wt GTP bind | Mcl1-Noxa inh
CCN(CC)CCCNC(=O)c1nn(-c2ccc(OC)cc2OC)c(=O)c2ccccc12 | 31 | 10 | 94 | -1 | 98 | 95 | 5 | 94 | 93 | 92 | nt
COCCNC(=O)c1ccc2c(=O)n(CCCN3CCCC3=O)c(=S)[nH]c2c1 | -30 | 10 | 99 | -2 | 104 | 100 | 20 | 107 | 104 | 100 | 3
CC(C)C[C@H](NC(=O)c1[nH]cnc1C(=O)N[C@H](C)c1ccccc1)C(=O)OCc1ccccc1 | -25 | 6 | 92 | 0 | 92 | 95 | nt | 97 | 91 | 91 | -96
CC(C)(C)n1ncc2c(=O)n(CC(=O)NCCc3ccccc3)cnc21 | -10 | 39 | 99 | -7 | 106 | 102 | nt | 111 | 100 | 102 | 17
CCC1CCCCN1C(=O)Cn1c(=O)n(CCC(=O)NCc2ccco2)c(=O)c2sccc21 (configuration not stated) | -20 | 28 | 100 | 0 | 104 | 101 | 15 | 104 | 100 | 99 | 4
O=C(COC(=O)CCSc1ccccc1Cl)Nc1ccc(F)cc1F | -2 | 16 | 97 | -2 | 99 | 95 | nt | 98 | 94 | 92 | 5
Cc1ccccc1OCC(=O)NC(=S)Nc1ccc(N2CCOCC2)c(Cl)c1 | -30 | 10 | 97 | -3 | 100 | 100 | 3 | 104 | 96 | 100 | 5
Cc1cc(C)c(C)c(S(=O)(=O)N2CCN(CC(=O)c3c(N)n(Cc4ccccc4)c(=O)n(C)c3=O)CC2)c1C | -12 | 12 | 101 | -2 | 102 | 100 | -35 | 106 | 102 | 99 | 14
COc1ccccc1OCc1ccc(C(=O)NN)cc1 | -5 | 21 | 98 | -2 | 101 | 97 | -8 | 99 | 98 | 96 | -7
C=C(C)CNC(=S)NNC(=O)c1ccc(Br)cc1 | -44 | 15 | 98 | -6 | 97 | 100 | 15 | 100 | 100 | 101 | 6
O=C(Oc1ccccc1Cl)c1ccccc1P(=O)(O)O | 18 | 7 | 95 | -1 | 96 | 97 | nt | 96 | 95 | 96 | 18
Cc1ccc(C)c(NC(=S)N2CCCCCC2)c1 | -14 | 6 | 99 | -23 | 101 | 99 | -14 | 108 | 100 | 98 | 0
Cc1csc(NC(=O)c2cc(=O)[nH]c3ccc(S(=O)(=O)N4CCOCC4)cc23)n1 | -7 | 21 | 89 | 3 | 80 | 84 | 4 | 75* | 79* | 94 | 4
O=C1CSC(c2ccccc2[N+](=O)[O-])N1CCc1ccccc1 (configuration not stated) | -21 | 9 | 96 | 3 | 96 | 94 | nt | 97 | 96 | 92 | 4
O=C(Nc1nc2c(s1)CN(Cc1ccccc1)CC2)c1cccc(S(=O)(=O)N2CCc3ccccc32)c1 | -68 | 13 | 98 | 0 | 98 | 99 | 30 | 98 | 99 | 99 | -26
CS(=O)(=O)N(CC(=O)N1CCN(c2cccc(Cl)c2)CC1)c1cccc(F)c1 | -8 | 11 | 94 | -1 | 99 | 97 | nt | 96 | 96 | 98 | 14
O=P(OC1CCCCC1)(OC1CCCCC1)C(O)c1ccc(Cl)cc1Cl (configuration not stated) | 11 | 23 | 96 | -3 | 101 | 99 | nt | 101 | 97 | 99 | 17
O=C(Nc1ccncc1)c1ccccc1-c1ccccc1 | -2 | 11 | 93 | 0 | 96 | 96 | nt | 98 | 100 | 103 | 34
COC(=O)c1ccccc1N(C)S(C)(=O)=O | -15 | 15 | 102 | -3 | 101 | 101 | nt | 108 | 103 | 101 | 10
Cc1ccc(NC(=O)CC2S/C(=N/c3nccs3)N(C)C2=O)c(C)c1 (configuration not stated) | -5 | 11 | 94 | -3 | 96 | 97 | 20 | 96 | 95 | 94 | -18
COc1ccc(/C=C2\SC(=O)N(CCC(=O)Nc3ccc(S(=O)(=O)Nc4nccs4)cc3)C2=O)cc1 | 23 | 10 | 93 | -2 | 98 | 97 | -16 | 100 | 94 | 93 | 93*
CCN1CCN(S(=O)(=O)c2cc(OCC(=O)NC3CCCCC3)c(C)cc2Cl)CC1 | -38 | 10 | 91 | -5 | 92 | 94 | -21 | 88 | 93 | 93 | nt
COc1ccccc1C(=O)NC(CCSC)C(=O)OC(C)C(N)=O (configuration not stated) | -32 | 24 | 97 | 0 | 96 | 97 | -18 | 99 | 98 | 97 | -5
CCc1cccc(C)c1NC(=O)CSc1nnc(-c2ccco2)n1N | -6 | 7 | 96 | 0 | 97 | 97 | -1 | 98 | 96 | 95 | 31
O=C(CSc1nccc(=O)[nH]1)Nc1ccc(F)c(Cl)c1 | -9 | 17 | 93 | 1 | 92 | 97 | nt | 95 | 95 | 96 | 15
(further entries)
SMILES | Mcl1 Bid PPI | Avidin bead fluor | Rac1 act GTP bind | Bim-Mcl-1 | Cdc42 wt GTP | HRas wt GTP bind | Pf gamet viab | Rac1 wt modul | Rab2A wt mod | Rab7 wt GTP bind | Mcl1-Noxa inh
Cc1cccc(NC(=O)C2CCN(S(=O)(=O)c3c(C)nn(C)c3C)CC2)n1 | -10 | 6 | 95 | 0 | 100 | 103 | nt | 102 | 104 | 104 | 18
CSc1cccc(NC(=O)CCCOc2ccc(Cl)cc2C)c1 | -23 | 6 | 95 | -5 | 95 | 91 | -2 | 97 | 92 | 93 | 11
COc1ccc(N2C(=O)CSC23CCCCC3)cc1 | -5 | 15 | 97 | 2 | 98 | 96 | -10 | 98 | 98 | 98 | 22
Cc1cc(NC(=O)CSc2n[nH]c(CC(C)C)n2)no1 | -2 | 12 | 95 | -4 | 99 | 98 | nt | 96 | 97 | 99 | 14
CC(=O)c1sc2nc(-c3cccs3)cc(C(F)(F)F)c2c1N | -50 | 25 | 99 | 2 | 101 | 101 | nt | 102 | 101 | 98 | 30
O=C1c2ccccc2C(O)N1Cc1ccco1 (configuration not stated) | 0 | 8 | 95 | 0 | 96 | 99 | nt | 96 | 97 | 99 | 17
Cc1ccc(C(C2=C(O)CC(C)(C)CC2=O)C2C(=O)CC(C)(C)CC2=O)o1 (configuration not stated) | 7 | 14 | 97 | -3 | 100 | 98 | nt | 100 | 99 | 103 | 8
O=C(CSc1nnnn1-c1ccc(Cl)cc1)N1CCc2ccccc2C1 | 13 | 7 | 92 | 0 | 96 | 95 | -36 | 94 | 92 | 96 | 0
O=C(O)c1ccc(S(=O)(=O)c2ccc3c(c2)C(=O)N(Cc2ccco2)C3=O)cc1 | -27 | 8 | 101 | -2 | 100 | 100 | nt | 103 | 101 | 97 | -5
Cc1ccc(CSc2ccc3nnc(-c4cccnc4)n3n2)cc1 | -10 | 13 | ? | -3 | ? | ? | nt | ? | ? | ? | 8
COc1cccc(C(C(=O)NC2CCCCC2)N(CCN2CCOCC2)C(=O)C2COc3ccccc3O2)c1 (configuration not stated) | -22 | 9 | 94 | -4 | 93 | 94 | 1 | 91 | 98 | 97 | -5
O=C(NC(=S)Nc1cc(S(=O)(=O)N2CCOCC2)ccc1N1CCOCC1)C1CCCC1 | -38 | 4 | 101 | 0 | 99 | 100 | nt | 103 | 100 | 99 | 7
C=CCNC(=O)C1CCC(C(=O)NCC=C)CC1 (configuration not stated) | -13 | 11 | 97 | 0 | 95 | 97 | -7 | 100 | 95 | 103 | 0
CCOC(=O)c1c(C2CC2)csc1NC(C)=O | -11 | 11 | 97 | 1 | 101 | 101 | nt | 104 | 100 | 98 | 11
CC(C)CNC(=O)c1ccccc1NC(=O)c1ccccc1N(C)S(C)(=O)=O | 4 | 18 | 98 | 0 | 101 | 98 | 19 | 101 | 98 | 95 | -2
COc1ccc(NC(=O)CN(c2cc(C)cc(C)c2)S(=O)(=O)c2c(C)noc2C)cc1 | -13 | 7 | 99 | -1 | 104 | 102 | nt | 104 | 103 | 101 | -1
COc1ccc(N2CCN(C(=O)c3ccc(SC)cc3OC)CC2)cc1 | -22 | 6 | 98 | 0 | 95 | 98 | -4 | 104 | 95 | 93 | 23
COc1ccc(CCNC(=O)CC2SC(=NCc3ccccc3OC)NC2=O)cc1 (configuration not stated) | -10 | 8 | 96 | 2 | 91 | 92 | -7 | 95 | 95 | 90 | 4
COc1ccccc1NC(=O)CCSc1nc(C)cc(C)n1 | -2 | 8 | 94 | -5 | 95 | 93 | nt | 95 | 95 | 92 | 19
O=C(CSc1nc2ccccc2s1)NC1CCCc2ccccc21 (configuration not stated) | 2 | 12 | 99 | -3 | 103 | 100 | -11 | 102 | 101 | 96 | 7
Cc1noc(C)c1C(=O)N1CCC(CO)(Cc2ccccc2)CC1 | -15 | 4 | 94 | -2 | 97 | 98 | 0 | 97 | 97 | 99 | 7
CCOc1ccc(NC(=O)Nc2cnccn2)cc1 | -29 | 16 | 98 | -2 | 102 | 100 | 2 | 101 | 103 | 107 | -10
CN(C)c1ccc2c3c(ccc(N(C)C)c13)COC2 | -29 | 6 | 97 | 2 | 99 | 98 | -6 | 101 | 95 | 95 | 9
CC(C)Cn1c(NCCO)nc2ccccc21 | -17 | 6 | 101 | 0 | 102 | 100 | -12 | 106 | 100 | 99 | 0
CC(C)Cc1nc2oc3c(N4CCN(CCO)CC4)ncnc3c2c2c1CCCC2 | -12 | 7 | 99 | 0 | 98 | 98 | -7 | 102 | 100 | 99 | 11
CSc1nc(C)c(Cc2ccccc2)c(=O)[nH]1 | -40 | 6 | 96 | 5 | 95 | 98 | -9 | 97 | 98 | 108 | 9
COc1cc2c(cc1OC)C(C)N(Cc1ccc3c(c1)OCO3)CC2 (configuration not stated) | -2 | 7 | 95 | 0 | 98 | 99 | nt | 98 | 99 | 102 | -3
Cc1ccc(NC(=O)Cc2ccccc2)c(C)c1 | -2 | 10 | 96 | 1 | 96 | 95 | nt | 98 | 95 | 92 | -11
N#CCSc1ccsc1C(=O)Nc1ccc(F)cc1 | -26 | 10 | 98 | -2 | 100 | 99 | nt | 101 | 100 | 99 | 7

Part of the list above, with each value named.
COc1ccc(N2CCN(C(=O)c3ccc(SC)cc3OC)CC2)cc1
  Mcl1 Bid PPI: -22 | Avidin bead fluor: 6 | Rac1 act GTP bind: 98 | Bim-Mcl-1: 0 | Cdc42 wt GTP: 95 | HRas wt GTP bind: 98 | Pf gamet viab: -4 | Rac1 wt modul: 104 | Rab2A wt mod: 95 | Rab7 wt GTP bind: 93 | Mcl1-Noxa inh: 23
COc1ccc(CCNC(=O)CC2SC(=NCc3ccccc3OC)NC2=O)cc1 (configuration not stated)
  Mcl1 Bid PPI: -10 | Avidin bead fluor: 8 | Rac1 act GTP bind: 96 | Bim-Mcl-1: 2 | Cdc42 wt GTP: 91 | HRas wt GTP bind: 92 | Pf gamet viab: -7 | Rac1 wt modul: 95 | Rab2A wt mod: 95 | Rab7 wt GTP bind: 90 | Mcl1-Noxa inh: 4
